# Compound activity from PubChem BioAssay.
# IL2 activator = IL-2 activation; IL-2 activation reporter assay, cell-based qHTS; stimulated with anti-CD3/CD4/CD28 beads; in transgenic mouse T cells; AID 652025; activation, % (series mostly up to about 46 µM); hit rate 0.065% among 360,000; in the data active = activation above about 50%; inconclusive = mostly about 30% to 49%; note: 0% is about no effect
#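 Quantitative HTS in unstimulated transgenic mouse T cells, with memory T cells as non-tolerant control and PMA/ionomycin as tolerance-bypass control. Compound pretreatment lasted 60 minutes before 18 h bead stimulation; EGFP/DsRed fluorescence read.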
# DRD3 antagonist = D3 dopamine receptor (human) antagonism; P35462; max response, negative = inhibition, %; D3R cells, DiscoveRx beta-arrestin luminescence, antagonist mode; active compounds read low; hit rate 2.5% among 360,000; in the data active = max response below about -50%; inconclusive = no clear call, values can overlap the other calls; note: % is set by controls: 0 for no effect and ±100 for the full control effect; mostly tested at two doses, the higher about 12 µM
#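 Cells expressing the human receptor were seeded at 1500 cells/well, incubated overnight at 37 degrees C in 5% CO2, then exposed to library compounds with dopamine controls for 90 minutes at 37 degrees C before luminescent detection.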
# GLP1R cytotox = cytotoxicity in counter-screen for GLP-1R inverse agonists; HEK293 cAMP-luciferase reporter cells, luminescence, 24 h; Potency, µM (top dose mostly 38.3 µM), for inactives: top-dose activity change, negative = inhibition, most hits filed as inhibitors; hit rate 0.13% among 410,000; AID 624418;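 note: loss of luciferase light is scored as toxicity; potency is the fitted concentration of half-maximal effect; % is set by controls: 0 for no effect and ±100 for the full control effect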
#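 Quantitative HTS format, 1536 wells, 200 cells/uL seeded. Compounds: 23 nL, 24 h, 37 °C. Detection: luciferase reagent, luminescence at 12 min RT; decreased signal taken as cytotoxic.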
# GLP1R inv ag = inverse agonists of human GLP-1 receptor. P43220. HEK293 GLP-1R CRE-luciferase, luminescence, 24 h; GLP-1R form is constitutively active. Potency, µM (series often up to 38.3 µM), inactives show top-dose activity change, negative = inhibition, hits mostly inhibitors. hit rate 1.6% among 410,000; note: potency is the fitted concentration of half-maximal effect; % is set by controls: 0 for no effect and ±100 for the full control effect; nearly all actives have a fitted effect of over 55% in size
# Target sequence (P43220 whole entry, looked up): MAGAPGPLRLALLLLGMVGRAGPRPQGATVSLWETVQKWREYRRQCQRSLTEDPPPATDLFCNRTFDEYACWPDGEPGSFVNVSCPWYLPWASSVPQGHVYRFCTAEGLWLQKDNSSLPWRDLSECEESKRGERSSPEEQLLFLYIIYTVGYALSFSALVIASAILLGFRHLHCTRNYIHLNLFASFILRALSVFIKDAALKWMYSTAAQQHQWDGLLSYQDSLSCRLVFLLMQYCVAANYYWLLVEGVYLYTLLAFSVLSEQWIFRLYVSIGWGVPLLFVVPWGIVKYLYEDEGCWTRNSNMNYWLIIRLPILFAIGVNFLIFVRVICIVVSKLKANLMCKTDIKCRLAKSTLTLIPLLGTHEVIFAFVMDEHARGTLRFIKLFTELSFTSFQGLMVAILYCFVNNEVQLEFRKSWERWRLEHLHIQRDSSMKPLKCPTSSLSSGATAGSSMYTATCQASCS
#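 HEK293 cells stably co-expressing a cAMP-responsive luciferase reporter and constitutively active GLP-1R were seeded, incubated 12 h, then exposed to compounds for 24 h at 37 C. Luminescence was read 12 min after detection reagent; inverse agonists lower signal.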
# PLK1 PBD block = PLK1 (human) polo-box domain binding inhibition; Plk1 PBD binding of FITC phosphopeptide, fluorescence polarization; P53350; Potency, µM, inactives show max response, negative = inhibition, usual class: inhibitors; AID 720504; hit rate 2.8% among 360,000; note: potency is the fitted concentration of half-maximal effect; series mostly up to about 57 µM; % is set by controls: 0 for no effect and ±100 for the full control effect; nearly all actives have a fitted effect of over 65% in size
# WRN helicase inh = blocks human WRN helicase | WRN helicase unwinding, fluorescent forked duplex, kinetic | Potency, µM (highest dose often 114 µM), for the others: top-dose activity change, negative = inhibition, most hits filed as inhibitors | hit rate 0.46% among 360,000; note: potency is the fitted concentration of half-maximal effect; % is set by controls: 0 for no effect and ±100 for the full control effect; nearly all actives have a fitted effect of over 55% in size
#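 WRN at 20 nM final was preincubated with compound for 15 min at room temperature; reaction started with 100 nM forked duplex oligonucleotide carrying fluorophore and quencher plus 2 mM ATP (final). Unwinding followed kinetically by red fluorescence (ex 525/em 598 nm).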
# DRD3 agonist = D3 dopamine receptor (human) agonism | max activation, % | D3R DiscoveRx beta-arrestin cells, luminescence, 90 min | P35462 | hit rate 0.58% among 410,000 | AID 652048; in the data active = max activation above about 30%; note: 0% is about no effect; mostly tested at two doses, the higher about 12 µM
#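 Agonist-mode cell screen: cells plated at 1500/well and incubated overnight at 37 °C, then exposed to library compounds for 90 min at 37 °C. Detection reagent was added for 30–60 min at room temperature, and luminescence was read.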
# GLP-1R agonist = activates the human GLP-1 receptor | Potency, µM (series often up to 45.6 µM), for inactives: at the highest dose activation, actives largely listed as activators | hit rate 0.007% among 380,000 | P43220 | HEK293 GLP-1R CRE-luciferase, luminescence, 4-6 h; cells express a hypersensitive GLP-1R form; note: potency is the fitted concentration of half-maximal effect; % of control where 0% means no effect
# PI5P4K alpha inh = inhibitors of human PI5P4K alpha; P48426; PI5P4Kalpha enzyme, ADP-Glo luminescence, 60 min; active compounds read low; max response, %; AID 652105; hit rate 1.2% among 330,000; active = max response of -50% or lower; inconclusive = between -30% and -50%; inactive = -30% or higher; note: value at the top dose of about 77 µM; % is set by controls: 0 for no effect and ±100 for the full control effect
# Target sequence (P48426 whole entry, looked up): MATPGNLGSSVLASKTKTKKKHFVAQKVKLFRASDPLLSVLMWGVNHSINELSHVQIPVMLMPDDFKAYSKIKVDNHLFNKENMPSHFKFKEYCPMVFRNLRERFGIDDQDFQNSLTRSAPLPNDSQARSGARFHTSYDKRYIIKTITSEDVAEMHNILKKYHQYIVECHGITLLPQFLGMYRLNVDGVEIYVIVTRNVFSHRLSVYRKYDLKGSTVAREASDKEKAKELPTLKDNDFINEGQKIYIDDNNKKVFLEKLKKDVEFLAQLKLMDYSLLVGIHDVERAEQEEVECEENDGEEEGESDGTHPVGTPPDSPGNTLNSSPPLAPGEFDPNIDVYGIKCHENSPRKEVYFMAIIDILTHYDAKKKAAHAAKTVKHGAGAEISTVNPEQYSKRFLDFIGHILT
#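 PI5P4Kalpha ADP-Glo assay; 5 microM ATP final; 60 min RT reaction; HEPES pH 7.4/EGTA/CHAPS, 5% DMSO; controls lacking substrate or enzyme; luminescent end-point.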
# * = called active by the depositor; ? = inconclusive; · = not tested or not shown; & = joins results of further samples; [ ] = dose if it differs, or a comment. Unless noted, calls come from the whole dose curve; as a rule, active = well fitted curve in the direction sought with a large enough effect; inconclusive = small, poorly fitted or top-dose-only effect, or another doubt; inactive = no such curve, though single readings can be large; an effect the other way counts as inactive or inconclusive.
SMILES,IL2 activator,DRD3 antagonist,GLP1R cytotox,GLP1R inv ag,PLK1 PBD block,WRN helicase inh,DRD3 agonist,GLP-1R agonist,PI5P4K alpha inh
COc1cc(NC(=O)c2cc3c(=O)n(C)c4ccccc4c3n2C)cc(OC)c1OC,-2.4,4,6%,-4%,4%,4%,4,-2%,1
COc1ccc(C(=O)[C@H]2[C@H]3C(=O)N(c4ccccc4)C(=O)[C@H]3C3C=CC=NN32)cc1 (some centres undefined),-0.7,-11,16%,11%,-5%,-2%,68*,6%,-16
Cc1cccc(C)c1NC(=O)C1(N(Cc2ccco2)C(=O)CC2NC(=O)NC2=O)CCCCC1 (centres undefined),-1.0,0,7%,-12%,-17%,11%,-3,-5%,-1
O=C(NC1CCCC1)c1ccc(Br)s1,-2.7,-14,-17%,-5%,-5%,-4%,8,-6%,·
O=C1c2ccccc2S(=O)(=O)c2cc(C(=O)N3CCC(C(=O)N4CCCCC4)CC3)ccc21,0.2,-3,8%,17%,-10%,1%,-11,18%,-15
CCc1ccc(OCCCC(=O)Nc2ccc(N3CCCCC3)cc2)cc1,-0.6,-20,86%[activator],6%,-4%,-7%,3,1%,8
CCn1cc([N+](=O)[O-])c(C(=O)N2N=C(c3ccc(Cl)c(Cl)c3)CC2c2ccccc2O)n1 (centres undefined),-4.0,17,?,?,5%,-5%,15,6%,1
CC1=C(C(=O)Nc2ccccc2)C(c2cccnc2)n2nc(SCc3ccccc3F)nc2N1 (centres undefined),·,·,4%,0%,·,·,-7,-2%,·
Cc1cccc(CS(=O)(=O)Cc2ccc(C(=O)NCc3ccccc3)o2)c1,-0.4,8,-4%&5%,-7%&-14%,-1%,0%,-3&-4,10%,-1
CCOC(=O)C1CCCN(C(=O)c2ccc(Cn3c(=S)[nH]c4cc(C(=O)OC)ccc4c3=O)cc2)C1 (centres undefined),0.4,-19,14%[7.66 µM],6%[7.66 µM],-14%,-3%,-1,-2%,-5
Cc1cc(C)n(S(=O)(=O)c2ccc(C(C)(C)C)cc2)n1,-3.3,-8,2%,-10%,4%,-6%,4,29%,·
CCN(CC)S(=O)(=O)c1ccc(O)c(C(=O)OCC(=O)N2CCCc3ccccc32)c1,-2.5,-8,0%,-22%,-3%,15%,0,-2%,0
CSc1ccc(CNC(=O)C2(C)CCCN(C(C)=O)C2)cc1 (centres undefined),-0.3,11,2%,17%,8%,5%,-6,-5%,-1
COCCCN1C2=C(C(=O)CC(C)(C)C2)C(c2ccc(O)c(OC)c2)C2=C1CC(C)(C)CC2=O,0.8,13,4%,9%,3%,7%,1,0%,-1
COC(=O)c1ccccc1NC(=O)CSc1nccn1C,-0.5,5,4%,-20%,-9%,-3%,9,-8%,-1
Cn1nc(C(F)(F)F)c2cc(C(=O)Nc3ccc(F)cc3F)sc21,-0.3,8,-3%,?,-4%,-14%,2,-6%,12
COc1ccc(OCCOC(=O)c2cc(S(=O)(=O)N3CCOCC3)c(Cl)cc2Cl)cc1,-5.4,0,7%,-27%,-11%,-5%,4,2%,17
CC(C)NC(=O)N(C)C[C@H]1Oc2c(NC(=O)Nc3ccccc3)cccc2C(=O)N([C@H](C)CO)C[C@@H]1C,0.1,-24,10%,6%,-3%,3%,-5,-2%,0
O=C(CSc1nc(N2CCOCC2)nc(N2CCOCC2)n1)Nc1ccc(Cl)cc1Cl,-3.9,3,0%,2%,-4%,-23%,-4,4%,1
CC1CC(C)CN(CCCNC(=O)Cc2c(C(=O)O)n(C)c3ccccc23)C1 (centres undefined),-1.9,-22,5%,20%,-9%,-4%,-15,-4%,·
Cc1ccc(NC(=O)C2C(c3ccccc3)C2(Cl)Cl)c(C)c1 (centres undefined),-0.7,-5,-6%,11µM*,21µM*,0%,1,-11%,-15
C=CCN(c1ccccc1OC)S(=O)(=O)c1cccc(C(=O)Nc2nnc(C3CC3)s2)c1,-2.2,12,16%,-17%,-7%,-23%,6,-2%,1
O=C(NCC1COCCO1)c1cc(COc2ccc(F)cc2F)on1 (centres undefined),-4.8,-1,13%,-6%,-16%,-17%,-17,-1%,0
Cc1ccccc1OCC(=O)Nc1ccc2c(c1)C(=O)N(CCC(=O)O)C2=O,0.8,-8,7%,9%,3%,-10%,-15,-5%,1
CCCCN(C(=O)c1c(C)[nH]c(C(=O)OCC)c1C)c1ccccc1,-0.1,-4,-28%,-15%,1%,-2%,15,4%,·
# (more compounds)
SMILES,IL2 activator,DRD3 antagonist,GLP1R cytotox,GLP1R inv ag,PLK1 PBD block,WRN helicase inh,DRD3 agonist,GLP-1R agonist,PI5P4K alpha inh
CCCNc1c(NC(=O)c2cccs2)c(=O)oc2ccccc12,2.1,0,9%,-15%,-7%,6%,1,2%,4
O=c1[nH]c(SCCOc2cccc3ccccc23)nc2ccccc12,1.2,16,14%,-28%,-3%,1%[57.1 µM],0,7%,4
CN(C)c1ccc(C2C3C(=O)NC(=O)C3ON2c2ccc(Cl)cc2)cc1 (centres undefined),-2.5,-9,4%,-9%,?,0%,3,7%,0
Cc1ccc(/C=N/NC(=O)NN(C)c2ncc(C(F)(F)F)cc2Cl)cc1,4.0,6,13%,?,-24%,5%,8,7%,-1
CCc1ccc(OCC(=O)Nc2ccc3c(c2)COC3=O)cc1,-1.6,11,-9%,-3%,-1%,-4%,7,-2%,0
Nc1ncnc(N)c1NC(=O)c1cc(Cl)c(OCc2ccccc2)c(Cl)c1,-2.7,-12,-6%,-5%,-5%,7%,1,-1%,1
CC1CCN(CCCNC(=O)C2CC(=O)N(CCc3ccccc3)C2)CC1 (centres undefined),-1.0,-17,-2%,4%,1%,-4%,-12,-1%,10
Cc1c(Cl)cnc(NC(=O)CSc2nncs2)c1Cl,-0.3,-2,40%[activator],25%,-14%,-10%,0,-3%,-17
N#C/C(=C(/O)CN1CCN(c2ccccc2F)CC1)c1nc(-c2ccccc2)cs1,-2.2,29,-1%,0%,-13%,-10%,7,-12%,·
CCNc1nc(NCC)nc(SCC(C)=O)n1,-0.3,17,-1%,6%,-2%,-13%,-3,11%,9
CC1(C)Cc2c(sc(NC(=O)c3ccc(C(=O)c4ccccc4)cc3)c2C(N)=O)C(C)(C)N1,-6.2,-50*,?,?,-13%,-3%,-11,-5%,-12
CSc1sc(C(=O)N(C)C)c2c1S(=O)(=O)N(C)c1ccccc1-2,2.8,-23,-2%,?,1%,-27%,-16,1%,-2
CC(CN1CCCCC1)OC(=O)c1cccc(F)c1 (centres undefined),-1.4,-51*,-7%,3%,-3%,1%,-24,-6%,1
O=C1NCC(COc2ccc([N+](=O)[O-])cc2)O1 (centres undefined),0.5,5,-4%,-10%,-8%,1%[57.1 µM],1,1%,0
CN(C)S(=O)(=O)c1cccc(COC(=O)CCNC(=O)c2ccc([N+](=O)[O-])cc2)c1,-1.0,7,4%,13%,6%,-3%,-7,-2%,2
c1ccc(C[n+]2c(-c3ccccc3)csc2Nc2ccccc2)cc1,1.4,10,13%,-12%,-4%,1%,11,11%,6
CCCCN(C(=O)CNC(=O)c1cccs1)C(C(=O)NC1CCCCC1)c1cccnc1 (centres undefined),-1.3,4,-19%,1%,-6%,6%[57.1 µM],4,-2%,3
CC(=O)Nc1ccc(OCC(O)Cn2nc(C)nc2C)cc1 (centres undefined),-3.9,-15,15%,4%,-17%,-5%,-1,-8%,·
CCCCC[C@@H]1C=C(C(=O)O)[C@H](c2ccc(OC)c(OC)c2)N1S(=O)(=O)c1ccc(C)cc1,0.2,22,3%,4%,-13%,1%,-15,-3%,7
CCCS(=O)(=O)N1CCC(C(=O)NCCCOCC)CC1,-0.5,2,5%,-4%,0%,-1%,6,2%,0
O=C(Oc1ccc2ccc(=O)oc2c1)c1ccco1,-0.7,6,472%[activator],6%,-8%,5%,6,-4%,4
Cc1ccc2cc3cc(C(=O)NCCC(C)C)oc3nc2c1,2.5,-22,0%,16%,-2%,-2%,-1,1%,-7
O=C1CCCc2c1[nH]c1ccccc21,0.1,-17,-6%,6%,-4%,0%,2,-5%,-28
